# High-throughput results (PubChem BioAssay)
# ALOX12 inh: Primary qHTS assay for inhibitors of human arachidonate 12S-lipoxygenase (ALOX12): Round 2; Polyunsaturated fatty acid lipoxygenase ALOX12 (Homo sapiens), P18054; purified 12hLO, xylenol orange hydroperoxide absorbance; Potency, µM (highest dose often 108 µM), for inactives: at the highest dose activity change, negative = inhibition, hits mostly inhibitors; 580,000 tested, 1.1% active; AID 1671190, 2021; active means well fitted inhibition curve with a large enough effect; inconclusive means small, poorly fitted or top-dose-only effect, or another doubt; inactive means no such curve, though single readings can be large or run the other way
# Target sequence (P18054 whole entry, looked up): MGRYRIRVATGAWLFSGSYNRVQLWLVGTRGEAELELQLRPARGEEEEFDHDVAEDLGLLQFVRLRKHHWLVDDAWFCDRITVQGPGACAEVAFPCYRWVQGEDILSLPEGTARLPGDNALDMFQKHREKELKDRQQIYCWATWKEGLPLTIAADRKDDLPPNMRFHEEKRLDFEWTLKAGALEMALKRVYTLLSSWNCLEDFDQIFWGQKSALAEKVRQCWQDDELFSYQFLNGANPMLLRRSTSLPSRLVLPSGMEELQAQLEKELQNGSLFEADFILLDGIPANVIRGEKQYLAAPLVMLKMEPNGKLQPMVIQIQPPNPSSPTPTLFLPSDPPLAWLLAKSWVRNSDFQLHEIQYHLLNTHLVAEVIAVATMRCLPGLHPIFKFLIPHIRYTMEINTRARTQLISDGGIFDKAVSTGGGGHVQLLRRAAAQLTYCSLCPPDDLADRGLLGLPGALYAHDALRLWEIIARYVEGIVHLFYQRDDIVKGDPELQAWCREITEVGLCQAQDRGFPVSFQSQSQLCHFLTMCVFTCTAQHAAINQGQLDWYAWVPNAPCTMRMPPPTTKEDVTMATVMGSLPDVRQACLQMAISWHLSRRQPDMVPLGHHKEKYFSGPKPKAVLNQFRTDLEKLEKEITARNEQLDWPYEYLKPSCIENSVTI
#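 Purified human 12hLO at 150 nM in 25 mM Hepes, 0.01% Triton X-100, pH 7.0, preincubated 15 min at room temperature with compound. Reaction started with 40 uM arachidonic acid, 30 min at room temperature. Hydroperoxide measured by Fe-xylenol orange, 573/405 nm absorbance ratio.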
# * = called active by the depositor; ? = inconclusive; [ ] = another dose, or the depositor's remark. On the % scale 0 is the no-effect control and ±100 the full control effect; potency means the concentration at half of the fitted maximal effect. Not all compounds are listed. The share of hits here may be higher or lower than overall.
# The opening two compounds, to show the layout:
SMILES,ALOX12 inh
CN(C)c1ccc(C(=O)N2CCN(C(=O)c3ccc(N(C)C)cc3)[C@H](C(=O)N[C@H](Cc3c[nH]c4ccccc34)C(N)=O)C2)cc1,?
COCC(=O)N[C@H]1C[C@@H](Cc2cc(CO)on2)C1(C)C,2%[176 µM]

# The list itself, repeating the preview:
SMILES,ALOX12 inh
CN(C)c1ccc(C(=O)N2CCN(C(=O)c3ccc(N(C)C)cc3)[C@H](C(=O)N[C@H](Cc3c[nH]c4ccccc34)C(N)=O)C2)cc1,?
COCC(=O)N[C@H]1C[C@@H](Cc2cc(CO)on2)C1(C)C,2%[176 µM]
N#CCSc1nnc(-c2nn(Cc3ccccc3)c(=O)c3ccccc23)o1,-2%
CN(CC1CCOCC1)S(=O)(=O)c1ccc(F)cc1,40%[activator]
Cc1cccc(C)c1NC(=O)C(=O)c1c(C)[nH]c2ccccc12,3%
O=S1(=O)c2ccc(Br)cc2-n2nncc2CN1Cc1cccc(Cl)c1,0%
CC(=O)c1ccccc1NCC(=O)Nc1ccccc1,?
O[C@H]1[C@H](NCc2cnc3ccccc3c2)[C@@H](c2cccnc2)C[C@H]1O,59%[activator][176 µM]
Cc1ccccc1CCC1CCCN(C(=O)CCc2ccncc2)C1 (configuration not stated),41%[activator]
CCOC(=O)C[C@@H]1OC2CCCCC2N1S(=O)(=O)c1ccc(C)cc1 (some centres not stated),3%

# Reprinted from the part before: five entries, followed by the next part.
SMILES,ALOX12 inh
O=S1(=O)c2ccc(Br)cc2-n2nncc2CN1Cc1cccc(Cl)c1,0%
CC(=O)c1ccccc1NCC(=O)Nc1ccccc1,?
O[C@H]1[C@H](NCc2cnc3ccccc3c2)[C@@H](c2cccnc2)C[C@H]1O,59%[activator][176 µM]
Cc1ccccc1CCC1CCCN(C(=O)CCc2ccncc2)C1 (configuration not stated),41%[activator]
CCOC(=O)C[C@@H]1OC2CCCCC2N1S(=O)(=O)c1ccc(C)cc1 (some centres not stated),3%
CC(C)C(=O)NC1CCN(C(=O)N2CC3CC(C2)[C@H]2CCCC(=O)N2C3)CC1 (some centres not stated),5%
Cc1ccccc1-c1cc(-c2cn[nH]c2)c2cncn2c1,16%[176 µM]
Cn1c(CCn2ccccc2=O)nc2cc(NC(=O)c3ccccc3)ccc21,16%
O=C(c1ccc(-n2cccc2)cc1)N1CCN(S(=O)(=O)c2c(Cl)cccc2Cl)CC1,10%
Cc1nc(CSc2ccc(C(=O)NC3CCCC(C(F)(F)F)C3)cc2)cs1 (configuration not stated),-27%
COc1cccc(N2CCN(CCS(=O)(=O)c3ccc(Br)cc3)CC2)c1,?
CCCN1CCC2(CCN(C(=O)c3ccc(C)cc3)CC2)Oc2ccccc21,21%
OC[C@H](Cc1ccccc1)Nc1nc(Oc2ccc3c(c2)CCC3)nc2c1ncn2Cc1ccc(-c2ccccc2)cc1,-3%[57.4 µM]
COCC(=O)N[C@@H]1CN(S(C)(=O)=O)CC[C@@H]1c1nc(C)no1,44%[activator]
C#CC(CC)(CC)NC(=O)c1cc(Cl)c(OC)c(OC)c1,6%
CC(C(=O)NCc1ccccc1)n1c(Cc2cc(F)cc(F)c2)nc2ccccc21 (configuration not stated),-3%
COc1cccc(CC(=O)N2C[C@@H](Oc3cccnc3)C[C@H]2C(=O)N2CCCC2)c1,30%
S=C(NCCC(c1ccccc1)c1ccccc1)Nc1ccccc1,35µM*
COCC1CCN(c2ncc(C(C)(C)C(=O)O)c(N3CCOCC3)n2)CC1,40%[activator]
COc1cccc(OCCCN2CCC(C(O)(c3ccccc3)c3ccccc3)CC2)c1,?
O=[N+]([O-])c1cccc2nc(/C=C/c3cccc(O)c3)ccc12,?
Cc1ccc(-c2ccc3c(N)c(C(=O)Nc4cccc(C)c4)sc3n2)cc1,1%
CCNC(=O)NC(=O)CSc1nc(C2CC2)nc2ccccc12,35%[activator]
CCCCc1nc2sc3c(NCC(C)O)ncnc3c2c2c1CCC2 (configuration not stated),?
O=C(COc1ccc(C(=O)c2ccc(F)cc2)cc1)NC(=O)NCc1ccccc1,1%
CN(C)c1cccc(NC(=O)C2=NO[C@@H]3CN(Cc4ccc(F)cc4)C[C@H]23)c1,?
CC(C)CC(=O)N1CCOCC12CCN(Cc1cccc(C#N)c1)CC2,-4%[176 µM]
CC(C)Oc1cc(-c2ccc(C(C)N3CCOCC3)cc2)nc(N)n1 (configuration not stated),80%[activator]
CN(C)c1nc(NC2CC(c3cc(=O)[nH]c(C4CC4)n3)C2)ncc1F (configuration not stated),21%
COc1cccc2cc(C(=O)NC3CCN(Cc4ccc(Cl)cc4)CC3)c(=O)oc12,?
CN1CCC(NC(=O)c2ccc3c(c2)N(S(=O)(=O)c2ccccc2F)CC3)CC1,-6%
Cc1cnc(CC2CCN(C(=O)c3cccc4[nH]ccc34)CC2)n1CC1CC1,41%
Cc1nc(C)c(C(=O)N2CCC(C(=O)N3CCCCCCNC(=O)CC3)CC2)s1,28%
CC(C)COc1nc2ccccc2nc1C(C#N)C(=O)NCc1ccccc1 (configuration not stated),-20%
CC1CCCCC1N(C)C(=O)c1ccsc1 (configuration not stated),13%
CC1CCN(C(=O)c2csc(N3CCN(c4ccc(Cl)cc4)CC3)n2)CC1,-21%
CC(NCc1cn(CCC(N)=O)c2ccccc12)c1ccccc1-n1cccn1 (configuration not stated),?
COc1ccc(C(C(=O)c2ccccc2)c2ccccc2)cc1 (configuration not stated),-2%
Cc1cccc(C)c1-n1nnnc1C1(C)CCC(=O)N1CCc1ccc(O)cc1 (configuration not stated),-4%
O=C1NC2(CCN(C(=O)Cc3ccccc3)C2)OCc2ccccc21 (configuration not stated),33%[activator][176 µM]
CN(C)CC1(O)CCCN(Cc2cccc3ncccc23)C1 (configuration not stated),122%[activator]
O=C(Nn1c(-c2cccc(Cl)c2)nc2ccccc2c1=O)c1ccccc1Br,1%
CC(CCc1ccccc1)NC(=O)CSc1c2c(nc3ccc(Cl)cc13)CCCC2 (configuration not stated),?
CCn1c(-c2ccccc2)cc2ccccc21,34%[activator]
COC[C@@H]1CN(c2ncccn2)C[C@H]1C(=O)NCc1ccccn1,90%[activator]
COc1cc(Br)c(C2CC(=O)NC(C)=C2C(=O)OCc2ccc(C)cc2)cc1OC (configuration not stated),-4%
O=S(=O)(c1ccc2c(c1)OCCO2)c1nc(-c2ccco2)oc1NCCCn1ccnc1,?
O=C(NC1CC1)[C@@H]1C[C@H](Oc2cccnc2)CN1C(=O)c1ccc2ccccc2n1,5%
COC(=O)C1=C(C)N=C2SC=C(CC(=O)N3CCOCC3)N2C1c1ccc([N+](=O)[O-])cc1 (configuration not stated),13%
CC(C)(O)C#Cc1ccc(C(=O)NC(CSCc2ccccc2)C(=O)O)cc1 (configuration not stated),58%
CCn1c(C2CCCN(C(=O)c3cc(CC(C)C)nn3C)C2)nn(C)c1=O (configuration not stated),33%
COc1nc2nc(CCc3ccccc3)n(C)c2cc1-c1ccncc1,51%[activator][176 µM]
CCCC(=O)Oc1ccc2c(=O)c(-c3ccccc3OC)coc2c1,17%
Cc1cnc(C2CCC2)n1CCNS(=O)(=O)c1ccccc1,15%
COC(=O)COc1ccc2c(=O)c(Oc3cc(C)cc(C)c3)c(C(F)(F)F)oc2c1,19%

# 3 compounds from above, ordered by the number in ALOX12 inh, low to high.
structure	ALOX12 inh
CC(C)COc1nc2ccccc2nc1C(C#N)C(=O)NCc1ccccc1 (configuration not stated)	-20%
O=C(Nn1c(-c2cccc(Cl)c2)nc2ccccc2c1=O)c1ccccc1Br	1%
Cc1cccc(C)c1NC(=O)C(=O)c1c(C)[nH]c2ccccc12	3%

# Carrying on.
SMILES,ALOX12 inh
CC(=O)NC(NC(C)=O)c1ccncc1,-53%
Cc1noc([C@@H]2CN(Cc3cccc(Cl)c3)C[C@H]2CO)n1,-8%
CC(C)NC(=O)C[C@@H]1C[C@H]2O[C@H](CNCc3cnccc3Cl)[C@@H](O)[C@H]2O1,-25%[176 µM]
CCOc1ccc(NC(=O)Cn2nnc3sc4c(c3c2=O)CC(C)(CC)OC4)cc1 (configuration not stated),-9%
N#CC1(C(=O)Nc2cccc(Cl)c2)CCCC1,4%
O=C(CN1CC2CC(C1)[C@H]1CCCC(=O)N1C2)NCc1ccc(Cl)cc1 (some centres not stated),41%[activator]
CCCCc1ccc(NC(=S)NCCCO)cc1,-39%
CC1(COc2ccc3[nH]ccc3c2)COc2ccc(C(=O)Nc3cccnc3)cc2N1 (configuration not stated),27%[176 µM]
O=C(c1ccccc1)N1CCCn2cc(-c3ccc4c(c3)OCO4)nc21,-1%
Cc1csc(NC(=O)c2csc3ccccc23)n1,-3%
Cc1nc(CN2CCN(C(=O)c3cnc(-c4cccnc4)nc3)CC2)no1,39%[activator]
Cc1cc2cc(NC(=O)c3cccc(C#N)c3)ccc2[nH]1,-1%
O=C(Cc1c[nH]c2ncc(-c3cccnc3)cc12)Nc1ccccc1,7%[176 µM]
O=S1(=O)CC(N2CCCCC2)CN1Cc1cn(Cc2ccc(C(F)(F)F)cc2)nn1 (configuration not stated),-12%
Clc1ccccc1-c1csc(NC2CC2)n1,-21%
Cc1ccc2ncn(Cc3coc(-c4cccs4)n3)c(=O)c2c1,?
COc1cc(CNC(=O)c2nc(-c3ccccc3)oc2C)cc(OC)c1OC,5%
O=C(NC1CCCC1)c1c(OCC2CC2)cc(=O)n2c1CCOCC2,17%
CCCNC(=O)Cn1nc(-c2cccc([N+](=O)[O-])c2)c2ccccc2c1=O,-22%
COC[C@H]1NC(=O)CC[C@H]1C(=O)Nc1ccc(N2CCOCC2)cc1,57%[activator]
CN(Cc1ccc(F)cc1)C(=O)c1ccccc1F,50%[176 µM]
CCCCNc1c(CC(C)C)nc2nc(C)cc(C)n12,-42%
Cn1nc(C(=O)Nc2cccc(C(F)(F)F)c2)c2c1-c1ccccc1OC2,1%
CCC[C@H]1[C@@H](NS(=O)(=O)c2ccc(F)cc2)CC[C@@]23CCCN2C(=O)CCC[C@@H]13,?
Cc1nc(CN2CC3(CCN(C)C3)c3cc(C(=O)NCC4CC4)ccc32)cs1 (configuration not stated),1%[176 µM]
CC(C)C(NC(=O)C1O[C@@H]2OC(C)(C)O[C@@H]2[C@H]2OC(C)(C)O[C@@H]12)C(=O)O (some centres not stated),1%
COc1ccc(C(=O)N2CC[C@@H](CC(=O)O)[C@@H](CCN3C[C@@H]4C[C@H](C3)c3cccc(=O)n3C4)C2)cc1,33%
Cc1cccc(CS(=O)(=O)C(C)C(=O)N(C)Cc2cccc(F)c2)c1 (configuration not stated),-5%
COCC1CN(C2CCC2)CC12CCN(C(=O)c1cccs1)CC2 (configuration not stated),70%[activator]
CC1=C[C@@H](CC#N)[C@H](C(C)C)C[C@H]1CC(=O)N1CCN(c2ncccn2)CC1,63%[activator][176 µM]
COc1cc2c(cc1OC)C(C[C@H]1CN(C(=O)Nc3cccc(Cl)c3)CC[C@H]1CC(=O)O)=NCC2,?
O=C(Cn1ccc(=O)[nH]c1=O)Nc1cnc2ccccc2c1,11%
O=C(NC1CCCCC1)N1CCC2(CC1)CC(N1CCN(c3ccccn3)CC1)CCO2 (configuration not stated),56%[activator]
O=C(Nc1ccc(N2CCOCC2)cc1)c1nc2ccccc2nc1N1CCOCC1,-5%
COc1ccc(C2NC(=O)N(CC(=O)NC(C)C)C3=C2C(=O)OC3)cc1 (configuration not stated),53%[activator]
O=[N+]([O-])c1ccccc1-c1onc(-c2ccccc2Br)c1Br,-10%
COc1ccc(OC)c(C2CCCN2Cc2nc(-c3cccc(C(F)(F)F)c3)no2)c1 (configuration not stated),-1%
O=C(c1cc(=O)[nH]c(=O)[nH]1)N1CCc2[nH]nc(-c3ccc(F)c(F)c3)c2C1,-9%
Cc1ncc2c(c1CNC(=O)c1ccccc1C1CCNC1)CCNC2 (configuration not stated),-12%
Cc1ccc2c(=O)cc(C(=O)N(Cc3ccc(Cl)cc3)Cc3ccco3)oc2c1,-9%

# The last six compounds of the section before lead into the next.
SMILES,ALOX12 inh
COc1ccc(C2NC(=O)N(CC(=O)NC(C)C)C3=C2C(=O)OC3)cc1 (configuration not stated),53%[activator]
O=[N+]([O-])c1ccccc1-c1onc(-c2ccccc2Br)c1Br,-10%
COc1ccc(OC)c(C2CCCN2Cc2nc(-c3cccc(C(F)(F)F)c3)no2)c1 (configuration not stated),-1%
O=C(c1cc(=O)[nH]c(=O)[nH]1)N1CCc2[nH]nc(-c3ccc(F)c(F)c3)c2C1,-9%
Cc1ncc2c(c1CNC(=O)c1ccccc1C1CCNC1)CCNC2 (configuration not stated),-12%
Cc1ccc2c(=O)cc(C(=O)N(Cc3ccc(Cl)cc3)Cc3ccco3)oc2c1,-9%
Cc1ccc(C)c(C(=O)N(C)CC2CCOCC2)c1,32%[activator]
Cc1ccc2oc(-c3cc(NC(=O)c4cc([N+](=O)[O-])ccc4N4CCOCC4)ccc3Cl)nc2c1,2%
O=C(Cc1ccc(NC(=O)C2CCCN(C(=O)c3ccccc3)C2)cc1)Nc1cccc(C(=O)N2CCCC2)c1 (configuration not stated),8%
O=C(C[C@@H]1C[C@H]2O[C@H](CNCc3ccccc3Cl)[C@@H](O)[C@H]2O1)N1CCOCC1,-16%[176 µM]
Cc1nc(C2CC(O)C2)cc(N(C)Cc2ccccc2-n2cccn2)n1 (configuration not stated),12%
CCOC(=O)c1cnc2ccc(OCC)cc2c1Nc1ccccc1OC,0%
CC1=C(C(=O)Nc2cc3cn[nH]c3cc2F)C(c2ccc(Cl)cc2F)N=C(c2ccnc(Cl)c2)N1 (configuration not stated),24%[57.4 µM]
CC(C)C(=O)N1Cc2ccccc2CC2(CCCN2CC2CCOCC2)C1 (configuration not stated),-1%[6.33 µM]
